mHTT CaM bind: mutant huntingtin-calmodulin interaction inhibitors – biochemical, AlphaScreen, primary screen. AID 1671202, 2021. P42858. 190,000 compounds, 3.6% hits. AlphaScreen His-mHTT/GST-CaM binding, luminescence. inhibition, % at 15 µM;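 also: 0% = both proteins with DMSO and 100% = one protein alone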
Target sequence (P42858 whole entry, looked up, stated change not applied): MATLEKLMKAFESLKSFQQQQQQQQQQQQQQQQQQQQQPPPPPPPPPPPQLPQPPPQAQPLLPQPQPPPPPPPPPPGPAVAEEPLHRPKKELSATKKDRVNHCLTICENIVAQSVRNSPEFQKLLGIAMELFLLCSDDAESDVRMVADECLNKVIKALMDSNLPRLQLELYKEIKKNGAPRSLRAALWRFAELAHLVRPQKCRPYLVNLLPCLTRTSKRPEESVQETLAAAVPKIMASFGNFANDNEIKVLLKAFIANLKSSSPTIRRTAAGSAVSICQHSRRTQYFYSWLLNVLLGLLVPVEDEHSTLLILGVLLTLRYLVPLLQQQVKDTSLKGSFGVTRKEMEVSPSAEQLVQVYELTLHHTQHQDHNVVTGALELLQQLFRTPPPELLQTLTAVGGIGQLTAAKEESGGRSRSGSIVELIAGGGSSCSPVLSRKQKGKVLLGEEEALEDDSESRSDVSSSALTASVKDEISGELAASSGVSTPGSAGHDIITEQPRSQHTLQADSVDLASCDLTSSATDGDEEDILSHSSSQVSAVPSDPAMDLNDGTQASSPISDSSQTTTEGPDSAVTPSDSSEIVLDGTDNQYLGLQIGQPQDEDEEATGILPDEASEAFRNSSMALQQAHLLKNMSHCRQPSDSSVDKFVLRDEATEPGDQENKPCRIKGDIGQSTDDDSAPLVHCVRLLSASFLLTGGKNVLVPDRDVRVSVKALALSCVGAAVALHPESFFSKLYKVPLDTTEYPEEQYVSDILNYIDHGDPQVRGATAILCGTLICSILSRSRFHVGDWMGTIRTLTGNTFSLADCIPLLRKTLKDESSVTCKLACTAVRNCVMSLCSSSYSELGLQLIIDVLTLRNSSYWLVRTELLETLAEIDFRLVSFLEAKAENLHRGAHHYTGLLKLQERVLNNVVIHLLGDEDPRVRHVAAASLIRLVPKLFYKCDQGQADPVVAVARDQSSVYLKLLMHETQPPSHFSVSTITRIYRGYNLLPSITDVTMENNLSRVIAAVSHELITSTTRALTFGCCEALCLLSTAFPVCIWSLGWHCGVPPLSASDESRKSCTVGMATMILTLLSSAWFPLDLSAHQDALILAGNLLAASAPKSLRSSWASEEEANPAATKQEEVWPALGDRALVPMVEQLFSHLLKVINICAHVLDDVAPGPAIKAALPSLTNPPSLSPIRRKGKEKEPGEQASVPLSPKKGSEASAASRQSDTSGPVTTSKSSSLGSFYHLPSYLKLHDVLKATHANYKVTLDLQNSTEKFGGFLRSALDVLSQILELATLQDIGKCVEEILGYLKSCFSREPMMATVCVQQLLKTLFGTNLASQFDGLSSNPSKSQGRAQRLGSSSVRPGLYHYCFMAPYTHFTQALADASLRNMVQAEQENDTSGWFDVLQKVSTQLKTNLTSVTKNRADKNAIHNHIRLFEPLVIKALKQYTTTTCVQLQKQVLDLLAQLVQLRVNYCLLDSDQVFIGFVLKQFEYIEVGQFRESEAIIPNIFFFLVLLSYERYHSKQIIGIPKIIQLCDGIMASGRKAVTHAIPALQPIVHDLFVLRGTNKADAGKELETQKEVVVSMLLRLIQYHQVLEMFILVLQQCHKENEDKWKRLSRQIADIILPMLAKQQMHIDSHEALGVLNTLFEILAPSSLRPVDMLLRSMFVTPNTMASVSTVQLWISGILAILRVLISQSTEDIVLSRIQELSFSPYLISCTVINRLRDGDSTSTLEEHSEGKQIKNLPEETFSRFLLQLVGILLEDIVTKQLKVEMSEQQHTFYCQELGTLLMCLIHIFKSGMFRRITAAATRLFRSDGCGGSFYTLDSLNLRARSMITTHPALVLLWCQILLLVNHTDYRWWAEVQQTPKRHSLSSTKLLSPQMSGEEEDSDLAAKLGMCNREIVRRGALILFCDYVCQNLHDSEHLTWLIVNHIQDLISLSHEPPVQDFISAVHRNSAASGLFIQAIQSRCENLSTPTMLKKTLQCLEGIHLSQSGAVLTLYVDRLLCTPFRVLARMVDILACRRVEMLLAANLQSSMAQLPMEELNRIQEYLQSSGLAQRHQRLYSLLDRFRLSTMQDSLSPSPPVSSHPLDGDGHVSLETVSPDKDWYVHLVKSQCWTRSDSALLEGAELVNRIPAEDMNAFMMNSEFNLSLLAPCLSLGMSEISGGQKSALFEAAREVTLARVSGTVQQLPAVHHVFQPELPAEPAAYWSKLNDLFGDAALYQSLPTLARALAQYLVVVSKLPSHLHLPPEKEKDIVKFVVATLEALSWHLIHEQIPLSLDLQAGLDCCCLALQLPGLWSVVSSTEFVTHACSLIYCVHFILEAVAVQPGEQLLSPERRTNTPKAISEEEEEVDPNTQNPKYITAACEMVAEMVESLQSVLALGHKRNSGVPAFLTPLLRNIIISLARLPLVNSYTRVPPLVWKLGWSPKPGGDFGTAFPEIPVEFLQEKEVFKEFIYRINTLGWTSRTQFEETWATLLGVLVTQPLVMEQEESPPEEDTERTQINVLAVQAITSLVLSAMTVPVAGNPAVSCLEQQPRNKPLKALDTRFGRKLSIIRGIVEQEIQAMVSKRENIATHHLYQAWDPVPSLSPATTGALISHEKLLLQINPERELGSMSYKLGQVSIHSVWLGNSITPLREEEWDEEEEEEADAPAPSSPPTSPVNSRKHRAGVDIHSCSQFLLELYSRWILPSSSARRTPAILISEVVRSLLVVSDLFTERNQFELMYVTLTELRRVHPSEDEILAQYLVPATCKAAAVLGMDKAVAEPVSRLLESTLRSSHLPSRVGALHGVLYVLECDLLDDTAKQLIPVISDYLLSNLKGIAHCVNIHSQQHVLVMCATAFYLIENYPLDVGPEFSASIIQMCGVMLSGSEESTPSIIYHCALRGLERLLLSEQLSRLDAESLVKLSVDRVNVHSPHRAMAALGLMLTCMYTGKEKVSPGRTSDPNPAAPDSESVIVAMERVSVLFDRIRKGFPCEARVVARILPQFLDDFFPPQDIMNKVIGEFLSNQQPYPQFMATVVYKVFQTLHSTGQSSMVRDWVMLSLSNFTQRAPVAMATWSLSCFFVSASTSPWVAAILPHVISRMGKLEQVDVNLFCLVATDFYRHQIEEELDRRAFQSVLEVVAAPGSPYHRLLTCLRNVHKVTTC
Pf apPOL inh: Pf-apPOL inhibitors, biochemical, fluorescence | Plasmodium falciparum apicoplast DNA polymerase (apPOL) | Recombinant Pf-apPOL, molecular beacon fluorescence, 1.5 h | inhibition, % at 10 µM | 210,000 compounds, 0.25% hits
An asterisk follows results filed as active; i = inactive; · = not tested or not shown; & = joins results of further samples. Rule as the data show it: active = inhibition above about 50%; inactive = the rest. These rows are one share of the data, so the mix of outcomes need not match the whole.

SMILES	mHTT CaM bind	Pf apPOL inh
COc1ccc(-c2nc3c(c(=O)[nH]2)CCN(C(=O)Nc2ccc(C)cc2C)C3)cc1	-3	2
Cc1ccc2[nH]cc(CCN3CC(C(=O)Nc4nnc(CC(C)(C)C)s4)CC3=O)c2c1 (centres undefined)	39	-6
Cc1cccn2c(=O)c3cc(C(=O)NCC4CCCO4)c(=N)n(CC4CCCO4)c3nc12 (centres undefined)	-2	-4
CN1CCCc2cc(C(=O)NCc3ccccc3F)sc21	1	-2
CCN(C(=O)c1ccc(Cl)cc1)c1ccccc1C	-8	-2
CCN(CC)S(=O)(=O)c1cc(C(=O)Nc2ccccc2OC)ccc1Cl	-4	5
CCSC1=NCCN1S(=O)(=O)c1ccc2ccccc2c1	-29	-2
Cc1ccc(/C=C(\C#N)c2nc(-c3ccc([N+](=O)[O-])cc3)cs2)o1	5	3
CC1CC(C)CN(S(=O)(=O)c2ccc(C(=O)Nc3nnc(-c4ccccc4Cl)o3)cc2)C1 (centres undefined)	3	-11
CCc1ccc(-n2c(CN3CCN(C(=O)NCCC(C)C)CC3)nc3cccnc32)cc1	23	-2
CCn1cc(-c2ccc(OC)cc2)cc1C(=O)NC(C)c1ccccn1 (centres undefined)	13	-9
CS(=O)(=O)N1CCCc2ccc(NS(=O)(=O)c3ccc(Cl)s3)cc21	-14	-8

The last 2 compounds of the section before open the next one:
SMILES	mHTT CaM bind	Pf apPOL inh
CCn1cc(-c2ccc(OC)cc2)cc1C(=O)NC(C)c1ccccn1 (centres undefined)	13	-9
CS(=O)(=O)N1CCCc2ccc(NS(=O)(=O)c3ccc(Cl)s3)cc21	-14	-8
c1ccc2[nH]c(CSc3nc4ccccc4s3)nc2c1	12&6	18&-2
COc1nn(C)cc1C(=O)N1CCC(C(=O)Nc2nc(-c3cccnc3)cs2)CC1	2	-6
O=c1c2c(nc3nc[nH]n13)CCC2	·	-4
COc1ccc(OC)c(-c2cc3ccc(OCC(=O)OC(C)C)cc3oc2=O)c1	-12	-8
CC1CN(S(C)(=O)=O)CC(C)O1 (centres undefined)	-7	·
Cc1ccc(Nc2ccc(NC(=O)c3snnc3C)cc2)nn1	100*	-4
Cc1ccc2c(c1)NC(=O)c1cc(NC(=O)C(C)(C)C)ccc1O2	4	-6
CC(C)CC(=O)Nc1onc2c1CC(C)CC2 (centres undefined)	-7	-5
CCN1N=C(C(=O)N2CCCC2)S(=O)(=O)c2ccc(C)cc21	-10	1
Cc1ccccc1-c1nc(-c2ccc([N+](=O)[O-])cc2)no1	0	18
CCNC(=O)c1csc(COc2ccc(C)cc2C)n1	-1	-1
Cc1cc(C)c2c(=O)[nH]c(SCC(=O)c3ccc(F)cc3)nc2n1	-4&-1	1&-7
CN1/C(=C/c2cccc[n+]2C)Sc2ccccc21	8	-4
CCOc1ccc(S(=O)(=O)NCC2CCN(C(=O)c3cccn(C)c3=O)CC2)cc1C	-7	-2
CCN1C(=O)CCC2(CN(C)C(=O)c3ccco3)CCCC12 (centres undefined)	-6	-1
O=C1N[C@@H](Cc2ccccc2)C(=O)N2[C@H]1CSCCS2(=O)=O	-9	-8
Cc1ccccc1-c1ccc2oc(C3CCCN3S(C)(=O)=O)nc2c1 (centres undefined)	90*	-4
Cc1ccc2nc(-c3ccc(F)cc3)cn2c1	4	6
COc1ccc(NC(=O)CN(c2cccc(C)c2)S(C)(=O)=O)cc1Cl	-2	2
CC(C)(C)Nc1nc(Cl)nc(NCCN2CCOCC2)n1	-3	12
O=C(NCC1CCCO1)N1CCC(OCc2nc(C3CC3)no2)CC1 (centres undefined)	-7	-5
COc1cc([N+](=O)[O-])cc2onc(C3OCCO3)c12	1	-2
CC(C)CNC(=O)c1cc(=O)[nH]c2ccccc12	2	-5
CC(C)(C)C(O)CCNC(=O)CCc1ccccc1 (centres undefined)	-3	-4
COc1cccc(/C=C2\C(=O)NN(c3cccc(C(F)(F)F)c3)C2=O)c1	85*	-2
CC(=O)Nc1ccc(SCCN2CC[C@@H](C(C)(C)C)CCC2=O)cc1	26	-9
O=C(Nc1ccccc1Br)c1cccc([N+](=O)[O-])c1	2	0
CN1CCc2nc(NC(=O)c3ccno3)sc2C1	-7	-3
O=C(O)CCn1c2c(c3ccccc31)CCCC2	-1	-1
Cc1ccc(C(=O)NCC2(O)CCCC2)c(C)c1	-2	-6
CCOC(=O)Nc1ccc2c(c1)N(C(=O)CN(CC)CC)c1ccccc1S2	0	-7
CCOc1ccc(C2=CC(c3ccc(Cl)cc3)n3nnnc3N2)cc1 (centres undefined)	-12	-7
CCOc1ccccc1C1C(C#N)=C(N)Oc2n[nH]c(C(C)(C)C)c21 (centres undefined)	23	0
S=C(NCc1ccco1)NC1CC1	·	10&3
O=C(c1ccc(C(F)(F)F)cc1)N1CCC(c2noc(-c3ccccc3)n2)CC1	-1	-4
COc1ccccc1CN1C(=O)CCC1(C)C(=O)NC1CCCCCC1 (centres undefined)	-1	-10

Single values from the entries so far.
`O=C(Nc1ccccc1Br)c1cccc([N+](=O)[O-])c1` in Pf apPOL inh → 0
`Cc1cccn2c(=O)c3cc(C(=O)NCC4CCCO4)c(=N)n(CC4CCCO4)c3nc12` (centres undefined) in mHTT CaM bind → -2
`COc1ccc(OC)c(-c2cc3ccc(OCC(=O)OC(C)C)cc3oc2=O)c1` in mHTT CaM bind → -12
`CC(=O)Nc1ccc(SCCN2CC[C@@H](C(C)(C)C)CCC2=O)cc1` in mHTT CaM bind → 26

Next section:
SMILES	mHTT CaM bind	Pf apPOL inh
C(=Nc1nccs1)c1ccco1	95*	·
CCOc1ccc(NC(=O)C23CC4CCC(CC(C4)C2)C3)cc1	-4	-5
COc1ccc(C(=O)Nc2ccccn2)cc1[N+](=O)[O-]	1	-3
O=C(Cc1ccccc1)NC(Nc1ccccc1Cl)C(Cl)(Cl)Cl (centres undefined)	20	1
O=C(Cc1cccs1)N1CCCC1c1ccc(Cl)cc1 (centres undefined)	9	-1
COc1ccc(CCN2C(=O)CCC2(C)C(=O)NC2CCCCCCC2)cc1OC (centres undefined)	3	-14
O=[N+]([O-])c1ccc(S(=O)(=O)Nc2ccc(Cl)cc2F)cc1	8	-2
OC[C@@H]1[C@@H](c2ccc(Cl)cc2)C(c2cccc(Cl)c2)=NN1c1ccccc1	74*	-5
Cc1ccc(-c2noc(C3CCN(CC(=O)NCc4ccc(F)cc4)CC3)n2)cc1	2	-2
O=c1oc2cc(Br)c(O)cc2c2c1NCCC2	-3	-11
O=c1c2c(-c3ccccc3)csc2nc2c3ccccc3c(N3CCCCC3)nn12	-5	8
O=S(=O)(Nc1ccc(Cn2cncn2)cc1)c1ccc(F)cc1	6	4
CCOCCCNC(=O)c1ccc2c(c1)ncn2-c1ccc(C)c(Cl)c1	84*	29
Cc1ccc(NC(=O)N2CCC(c3cc(N)on3)CC2)cc1Cl	-4	2
O=C(NCCc1csc(C2CCN(C(=O)C3CCCC3)CC2)n1)C1CC1	0	-1
O=C(C1CN(S(=O)(=O)c2ccccc2)CC12CCCCC2)N1CCCC1 (centres undefined)	-4	-4
Cc1ccc(NC(=O)c2cc3c(CO)cnc(C)c3oc2=Nc2ccc(C#N)cc2)cc1	1	0
CCOc1ccccc1CNC(=O)C1CCN(c2cncnc2N2CCOCC2)CC1	12	-4
O=C(NC1CCCC1)C1CCNCC1	0	-7
O=C(OCc1ccc(Cl)cc1Cl)c1cccs1	·	2
CCCCC(CC)C(=O)Nc1ncc(S(=O)(=O)c2ccc([N+](=O)[O-])cc2)s1 (centres undefined)	41	4
COc1cc(/C=C2/C(=O)N(c3ccc(Cl)c(Cl)c3)N=C2C)cc(Br)c1O	75*	0
Cc1ccc2c(c1)OC=CC(C(=O)NC1CCCC1)=C2	-10	-6
CC(Cl)C(=O)N1CCC(N2CCC(C(=O)N3CCCCC3)CC2)CC1 (centres undefined)	0	-5
CC(/C=N\n1c(C2CCCCC2)n[nH]c1=S)=C\c1ccco1	i	·
Cc1[nH]c(=O)c(C#N)cc1-c1ccc2nccn2c1	·	5
O=C(NCC1CCN(Cc2ccsc2)CC1)Nc1ccc2c(c1)OCO2	-2	-1
O=S(=O)(C1CC1)N1CCCCC1c1nncn1CC1CC1 (centres undefined)	-5	-1
FC(F)(F)c1cnc(NCCCNC(=S)Nc2cccnc2)c(Cl)c1	·	-14
O=C(NC1CC1)c1ccc(-c2cccnc2)nc1	-5	2
COc1cccc(C2=NN(C(=O)CN3CCOCC3)C(c3ccccc3Cl)C2)c1 (centres undefined)	39	6
O=C1c2ccccc2NC(c2ccc(Br)cc2)N1Cc1ccccc1 (centres undefined)	-26	9
O=C(CSc1nnnn1-c1ccccc1Cl)Nc1ccccc1F	2	-2
Cc1c(NC(=O)c2ccccc2I)cccc1-c1nc2ccccc2o1	-1	-3
CCn1c2ccccc2c2cc(C3C(C#N)=C(N)OC4=C3C(=O)CCC4)ccc21 (centres undefined)	26	-11
COc1cccc(C2CC(c3cccc([N+](=O)[O-])c3)Nc3ncnn32)c1OC (centres undefined)	8	-4
c1ccc(N2CCN(c3ncnc4c3CCC4)CC2)nc1	3	0
CNC(=O)C(=O)Nc1ccc(C)c(C)c1	1	2
CCc1nnc(NC(=O)c2cc(Br)ccc2Cl)s1	-1	1
CCOc1cccc(N2C(=O)CC(N3CCN(c4ccc([N+](=O)[O-])cc4)CC3)C2=O)c1 (centres undefined)	-4	-12
N#CC(=NO)S(=O)(=O)c1ccccn1	·	4
CCCCNC(=O)c1cc2n(n1)C(C(F)(F)F)CC(c1ccc(Cl)c(Cl)c1)N2 (centres undefined)	14	-7
Cc1ccc(C(=O)NCc2ccco2)cc1S(=O)(=O)N1CCOCC1	0	-4
CCn1nc(C)c([N+](=O)[O-])c1C(=O)NCC(=O)c1ccc(Cl)cc1	·	-8
Cc1nc(-c2cccc(F)c2)nc(N2CCN(C(=O)c3ccccc3)CC2)c1C	-5	-2
COc1cccc(C(C)NC(=O)c2noc3c2CCc2ccc(OC)cc2-3)c1 (centres undefined)	-23	-1
CS(=O)(=O)N1CCC(C(=O)NCC(O)c2ccc(C(F)(F)F)cc2)CC1 (centres undefined)	-20	-7
COc1ccc(-c2coc3c(C)c4oc(=O)c5cc(OC)ccc5c4cc23)cc1	-4	7
Brc1ccc2c(c1)C1CC(c3cccs3)=NN1C1(CCCC1)O2 (centres undefined)	72*	-3
CCCNC(=O)COc1ccccc1OC	-4	-9
C#CCn1cc(/C=C(\C#N)C(=O)Nc2ccc(OC)cc2)c2ccccc21	29	4
CC1CCCCC1NC(=O)C1CCCN(S(=O)(=O)c2cccs2)C1 (centres undefined)	1	-6
O=S1(=O)CCOC[C@H](CC2CCCCC2)N1Cc1ccccc1	-13	-5
O=C(c1ccc(F)cc1)N1CCCCC1CCN1CCCCCC1 (centres undefined)	-3	-11
COc1ccc(CNC2=NCCNC23CCCCC3)cc1	-6	-2
CC1(C)CC(=O)C(C=Nc2cccc(C(F)(F)F)c2)=C(O)C1	-2	-3
CC1CCCCN1c1nc(-c2ccccc2O)nc2ccccc12 (centres undefined)	-8	3
Cc1ccc2nc(/C(C#N)=C/c3cn[nH]c3-c3ccc(F)cc3)[nH]c2c1	48	-10
CC1CN(C(=O)NCc2ccccc2)CC1c1nc(-c2cccnc2)no1 (centres undefined)	2	5
COC(=O)c1ccccc1NC(=O)CC1CCCCN1S(=O)(=O)c1ccccc1 (centres undefined)	-6	2

An excerpt from above in order of SMILES length, falling:
SMILES	mHTT CaM bind	Pf apPOL inh
C#CCn1cc(/C=C(\C#N)C(=O)Nc2ccc(OC)cc2)c2ccccc21	29	4
CC1CN(C(=O)NCc2ccccc2)CC1c1nc(-c2cccnc2)no1 (centres undefined)	2	5
CC1CCCCC1NC(=O)C1CCCN(S(=O)(=O)c2cccs2)C1 (centres undefined)	1	-6
O=S1(=O)CCOC[C@H](CC2CCCCC2)N1Cc1ccccc1	-13	-5
CCCNC(=O)COc1ccccc1OC	-4	-9

Entries of single compounds, looked up by structure. Screens in order: mHTT CaM bind	Pf apPOL inh
Cc1ccc2nc(/C(C#N)=C/c3cn[nH]c3-c3ccc(F)cc3)[nH]c2c1 as listed: 48	-10
O=S1(=O)CCOC[C@H](CC2CCCCC2)N1Cc1ccccc1 as listed: -13	-5
CC1CCCCC1NC(=O)C1CCCN(S(=O)(=O)c2cccs2)C1 (centres undefined) as listed: 1	-6
CCCNC(=O)COc1ccccc1OC as listed: -4	-9
COC(=O)c1ccccc1NC(=O)CC1CCCCN1S(=O)(=O)c1ccccc1 (centres undefined) as listed: -6	2

Going on with the list.
SMILES	mHTT CaM bind	Pf apPOL inh
CCn1c(=O)c(C(=O)NCc2cccc(C(F)(F)F)c2)nc2cccnc21	7	-1
CCC1CCCCN1C(=O)CSc1nc2c(cnn2-c2ccc(C)c(C)c2)c(=O)[nH]1 (centres undefined)	-4	-2
COc1cc([N+](=O)[O-])c(OC)cc1Br	-6	·
CCCc1cc(NCCN(C)C)n2c(nc3ccccc32)c1C#N	-9	6
O=C(O)CC(Cc1ccc(Br)cc1)C(=O)Nc1ccccc1 (centres undefined)	2	0
CC1=C(C)CS(=Nc2ccccc2[N+](=O)[O-])N(S(=O)(=O)c2ccccc2)C1 (centres undefined)	5	4
O=C(NCc1cccnc1-c1ccc(F)cc1)c1cc(F)ccc1F	-12	-4
Cc1ccccc1-n1nc(C(C)C)c(C(=O)N2CCOCC2)c1C(C)C	-6	-2
c1ccc(CN2CCN(Cc3ccccn3)CC2)nc1	3	11
COc1cccc(COc2coc(C(=O)NC3CCCC3)cc2=O)c1	-4	-4
O=C(CCC(=O)N1CC2CCCN2c2ccccc21)NCCN1CCCC1 (centres undefined)	68*	-5
COc1cccc(OCCCCOc2ccccc2F)c1	-85	-8
O=C(Nc1ccc(F)c(Cl)c1)N1CCn2cccc2C1Cc1ccccc1 (centres undefined)	100*	2
COc1ccc(CCC(=O)NCCc2cn3cccc(C)c3n2)cc1	-4	0
NNC(=O)c1nc(-c2ccc(OC(F)(F)F)cc2)no1	·	-10
O=C(Nc1ccccc1)c1n[nH]n(-c2ccccc2)c1=O	0	-11
